KB-V1 cytotox: kills drug-selected multidrug resistant KB-V1 cells. KB-V1 MDR cells viability, CellTiter-Glo, 72 h. hit rate 3.4% among 400,000. AID 1347076. Potency, µM (doses to about 46.1 µM), inactives show at the top dose activity change, negative = cytotoxicity, hits mostly cytotoxic; also: potency is read from the fitted curve at half-maximal effect; % is scaled to controls: 0 for no effect and ±100 for the full control effect; nearly all actives have a fitted effect of over 60% in size
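KB-V1 MDR subline cells in DMEM (phenol-red free, 10% FBS) exposed to compounds in qHTS concentration series for 72 h at 37 degrees C. Viability read by CellTiter-Glo luminescence; concentration-effect curves fitted after normalization and correction.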
SW480 rerep: inducers of DNA re-replication in SW480 colon cancer cells; SW480 DNA re-replication, Hoechst DNA content imaging, 48 h; Potency, µM (top dose mostly 46.1 µM), inactives show at the top dose re-replication activation, most hits filed as activators; hit rate 1.8% among 340,000; AID 624297; also: potency is read from the fitted curve at half-maximal effect; % of control where 0% means no effect; nearly all actives have a fitted effect of over 55% in size
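Per well, 250 cells were exposed to pinned compound for 48 hr. Nuclear DNA was visualised with Hoechst (40 min, 37 C) and total object intensity recorded by fluorescence scanning.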
KB-3-1 tox: KB-3-1 parental cell cytotoxicity | KB-3-1 viability, CellTiter-Glo ATP luminescence, 72 h | hit rate 1.4% among 400,000 | Potency, µM (series often up to 46.1 µM), without a hit: at the top dose activity change, negative = cytotoxic, hits mostly cytotoxic | AID 1347075; also: potency is read from the fitted curve at half-maximal effect; % is scaled to controls: 0 for no effect and ±100 for the full control effect; nearly all actives have a fitted effect of over 60% in size
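Cytotoxicity measured as CellTiter-Glo luminescence after 72 h at 37 C. Compound titrations were pinned onto drug-naive KB-3-1 parental adenocarcinoma cells grown in DMEM with 10% FBS, and normalized data fitted to concentration-response curves.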
D3 antag: antagonists of human D3 dopamine receptor; D3R cells, DiscoveRx beta-arrestin luminescence, antagonist mode; stronger effect = lower value; hit rate 2.5% among 360,000; max response, negative = inhibition, %; AID 652054; in the data active = max response below about -50%; inconclusive = no clear call, values can overlap the other calls; also: % is scaled to controls: 0 for no effect and ±100 for the full control effect; mostly tested at two doses, the higher about 12 µM
Target sequence (P35462 whole entry, looked up): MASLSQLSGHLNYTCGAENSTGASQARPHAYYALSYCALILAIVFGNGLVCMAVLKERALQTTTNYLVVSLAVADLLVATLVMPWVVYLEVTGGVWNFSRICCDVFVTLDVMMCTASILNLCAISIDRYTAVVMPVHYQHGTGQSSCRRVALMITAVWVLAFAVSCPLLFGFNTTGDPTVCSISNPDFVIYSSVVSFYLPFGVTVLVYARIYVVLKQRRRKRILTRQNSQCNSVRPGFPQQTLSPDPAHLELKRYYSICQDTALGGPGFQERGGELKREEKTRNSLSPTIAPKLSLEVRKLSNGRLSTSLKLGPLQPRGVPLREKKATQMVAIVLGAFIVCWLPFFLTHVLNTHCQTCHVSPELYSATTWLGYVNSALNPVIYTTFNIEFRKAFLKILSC
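Cells expressing the human receptor were seeded at 1500 cells/well, incubated overnight at 37 degrees C in 5% CO2, then exposed to library compounds with dopamine controls for 90 minutes at 37 degrees C before luminescent detection.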
HT1080 IDH1KD tx: HT-1080 IDH1 knockdown cell toxicity (counter line); HT-1080 IDH1 knockdown viability, ATP luminescence, 48 h; Potency, µM (top dose mostly 46.1 µM), without a hit: top-dose activity, negative = toxicity, actives largely listed as cytotoxic; hit rate 2% among 360,000; AID 686971;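 also: potency is read from the fitted curve at half-maximal effect; 0% = DMSO wells and -100% = cell-free medium wells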
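After a 2 h attachment period, IDH1KD HT-1080 cells took pin-transferred compound for 48 h at 37 °C; ATP-based luminescence after 10 min room-temperature reagent incubation reported viability.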
DRD3 agonist: activates the human D3 dopamine receptor | P35462 | D3R DiscoveRx beta-arrestin cells, luminescence, 90 min | max activation, % | hit rate 0.58% among 410,000 | AID 652048; in the data active = max activation above about 30%; also: 0% is about no effect; mostly tested at two doses, the higher about 12 µM
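Agonist-mode cell screen: cells plated at 1500/well and incubated overnight at 37 °C, then exposed to library compounds for 90 min at 37 °C. Detection reagent was added for 30–60 min at room temperature, and luminescence was read.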
IL1B secr inh: blocks inflammasome-driven IL-1 beta release; THP-1 LPS/ATP IL-1B secretion, AlphaLISA, 16 h; stronger effect = lower value; activity change, % at 57.5 µM; hit rate 4.7% among 360,000; AID 743279; in the data active = activity change below about -50%; inconclusive = mostly about -30% to -49%; also: % is scaled to controls: 0 for no effect and ±100 for the full control effect
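Secreted IL-1B measured by AlphaLISA bead assay after 16 h compound exposure of THP-1 cells; compounds (final up to 57.5 uM) added 1 h before LPS (250 ng/mL) and ATP (1.25 mM) stimulation; lower signal means less secretion.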
HT1080NT lethal: kills 2HG-producing HT-1080-NT fibrosarcoma cells; HT-1080-NT fibrosarcoma viability, CellTiter-Glo ATP luminescence, 48 h; Potency, µM (titrated, usually from 46.1 µM), for the others: at the highest dose activity, negative = less viability, actives largely listed as cytotoxic; hit rate 1.6% among 360,000; AID 686970;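 also: NT is the 2HG producing partner of a matched IDH1 knockdown line; potency is read from the fitted curve at half-maximal effect; 0% = DMSO-treated cells and -100% = media-only wells without cells; nearly all actives have a fitted effect of over 55% in size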
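Viability by CellTiter-Glo luminescence after 48 h compound exposure at 37C of HT-1080-NT cells (750/well, RPMI, 5% FBS). % activity scaled between DMSO wells and medium-only wells, then curve-fitted and categorized by curve class.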
GLP1R ag: agonists of human GLP-1 receptor; P43220; HEK293 GLP-1R CRE-luciferase, luminescence, 4-6 h; cells express a hypersensitive GLP-1R form; Potency, µM (titrated, usually from 45.6 µM), for the others: top-dose activation, usual class: activators; hit rate 0.007% among 380,000; AID 624172; also: potency is read from the fitted curve at half-maximal effect; % of control where 0% means no effect
Target sequence (P43220 whole entry, looked up): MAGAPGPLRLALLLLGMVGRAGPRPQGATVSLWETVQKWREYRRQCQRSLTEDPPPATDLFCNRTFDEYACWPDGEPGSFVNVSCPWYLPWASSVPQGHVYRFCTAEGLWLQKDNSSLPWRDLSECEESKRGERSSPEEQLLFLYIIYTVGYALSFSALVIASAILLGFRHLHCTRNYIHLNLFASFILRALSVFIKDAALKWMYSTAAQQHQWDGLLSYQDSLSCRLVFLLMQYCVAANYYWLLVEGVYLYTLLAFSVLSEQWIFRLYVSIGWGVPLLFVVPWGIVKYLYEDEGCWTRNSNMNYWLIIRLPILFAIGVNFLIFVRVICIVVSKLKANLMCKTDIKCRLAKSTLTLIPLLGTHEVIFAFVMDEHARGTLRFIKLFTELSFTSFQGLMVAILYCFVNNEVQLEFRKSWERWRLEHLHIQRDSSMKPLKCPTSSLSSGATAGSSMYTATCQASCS
* marks the source's active call; other numbers are inactive results; ? = inconclusive; / = no result given; [ ] = dose if it differs, or a comment. Unless noted, calls follow the shape of the dose curve; as a rule, active = well fitted curve in the direction sought with a large enough effect; inconclusive = small, poorly fitted or top-dose-only effect, or another doubt; inactive = no such curve, though single readings can be large; an effect the other way counts as inactive or inconclusive.

mol	KB-V1 cytotox	SW480 rerep	KB-3-1 tox	D3 antag	HT1080 IDH1KD tx	DRD3 agonist	IL1B secr inh	HT1080NT lethal	GLP1R ag
Cc1ccc(-c2c(C(=O)N/N=C/c3ccncc3)nnn2-c2nonc2N)cc1	10%	?	0%	-15	?	0	54	-19%	-4%
Clc1cccc(Cl)c1CN1CCN(c2ncccn2)CC1	18%	6%	11%	2	-16%	0	38	-7%	2%
CCOC(=O)C(=O)NCC(c1ccco1)S(=O)(=O)c1cccs1 (stereo not given)	19%	-32%[inhibitor]	1%	29	9%	-3	-51*	8%	0%
CCOC(=O)C1=C(CS(=O)(=O)c2ccc(F)cc2)NC(=O)NC1c1cc(OC)c(O)c(OC)c1 (stereo not given)	?	?	18%	7	4%	7	16	-1%	-2%
Cc1noc(C)c1COc1ccc(C(=O)N2CCN(S(=O)(=O)c3ccc(Cl)cc3)CC2)cc1	18%	2%	-5%	25	0%	18	3	-5%	0%
COc1ccc(C(=O)Nc2ccc(CN3CCOCC3)cc2)cc1Br	-13%	-17%	7%	-16	-15%	-9	?	-5%	5%
O=C(COc1ccc2ccccc2c1Br)N1CCCCC1	-6%	3%	2%	-2	-16%	-2	20	19%	9%
Cc1c(NC(=O)CN2CCN(c3ccccc3)CC2)c(=O)n(-c2ccccc2)n1C	0%	-9%	17%	20	17%	0	9	16%	-19%

Filtered by structure, the compounds so far with a carbonyl joined to an NH by a bond outside any ring
mol	KB-V1 cytotox	SW480 rerep	KB-3-1 tox	D3 antag	HT1080 IDH1KD tx	DRD3 agonist	IL1B secr inh	HT1080NT lethal	GLP1R ag
Cc1ccc(-c2c(C(=O)N/N=C/c3ccncc3)nnn2-c2nonc2N)cc1	10%	?	0%	-15	?	0	54	-19%	-4%
CCOC(=O)C(=O)NCC(c1ccco1)S(=O)(=O)c1cccs1 (stereo not given)	19%	-32%[inhibitor]	1%	29	9%	-3	-51*	8%	0%
COc1ccc(C(=O)Nc2ccc(CN3CCOCC3)cc2)cc1Br	-13%	-17%	7%	-16	-15%	-9	?	-5%	5%
Cc1c(NC(=O)CN2CCN(c3ccccc3)CC2)c(=O)n(-c2ccccc2)n1C	0%	-9%	17%	20	17%	0	9	16%	-19%

Reformatted with each value named: entries from further up.
structure: COc1ccc(C(=O)Nc2ccc(CN3CCOCC3)cc2)cc1Br
- KB-V1 cytotox: -13%
- SW480 rerep: -17%
- KB-3-1 tox: 7%
- D3 antag: -16
- HT1080 IDH1KD tx: -15%
- DRD3 agonist: -9
- IL1B secr inh: ?
- HT1080NT lethal: -5%
- GLP1R ag: 5%

structure: O=C(COc1ccc2ccccc2c1Br)N1CCCCC1
- KB-V1 cytotox: -6%
- SW480 rerep: 3%
- KB-3-1 tox: 2%
- D3 antag: -2
- HT1080 IDH1KD tx: -16%
- DRD3 agonist: -2
- IL1B secr inh: 20
- HT1080NT lethal: 19%
- GLP1R ag: 9%

Following part:
mol	KB-V1 cytotox	SW480 rerep	KB-3-1 tox	D3 antag	HT1080 IDH1KD tx	DRD3 agonist	IL1B secr inh	HT1080NT lethal	GLP1R ag
OCCC1CN(Cc2cnc(-c3cccc4ccccc34)nc2)CCN1C1CCCCC1 (stereo not given)	-17%	1.8µM*	-18%	-12	-9%	-8	-23	0%	-4%
CC1=NN(c2ccccc2)C(=O)/C1=C/c1cn(C)c2ccccc12	1%	-6%	7%	-1	0%	-3	14	-25%	24%
Cc1ccccc1NS(=O)(=O)c1ccc2[nH]cc(C(=O)NCCCN3CCOCC3)c(=O)c2c1	8%	-7%	9%	-21	5%	-4	-7	4%	-10%
CS(=O)(=O)N(CC(=O)NCCSC1CCCCC1)c1cccc(F)c1	15µM*	-6%	0%	-2	4%	2	0	10%	0%
Cc1ccc(Cn2ccc(NC(=O)c3cc(-c4ccc5c(c4)OCO5)on3)n2)cc1	4%	-2%	0%	17	4%	-3	22	3%	-3%
O=C(CN1C(=O)NC2(CCCC2)C1=O)Nc1cccc(-c2nnc3n2CCCCC3)c1	?	-4%	18%	10	24%	2	22	18%	-9%
CC(=O)Nc1ccc(C(=O)OCC(=O)Nc2ccc([N+](=O)[O-])cc2C(F)(F)F)cc1	-1%	-1%	28%	13	12%	1	-1	9%	0%
COc1ccc(C(=O)Nc2ccc(S(=O)(=O)Nc3nccc(C)n3)cc2)cc1OC	5%	-6%	24%	-14	1%	-4	24	2%	0%
Cc1ccc(Cl)cc1N1CCN(C(=O)C2CCN(S(=O)(=O)c3cnc[nH]3)CC2)CC1	7%	-5%	-3%	16	15%	-1	-4	11%	-2%
COc1ccc(C(=O)C2CCCN(Cc3ccc4nonc4c3)C2)cc1OC (stereo not given)	-10%	-4%	7%	-3	-15%	-2	-18	1%	8%
CC(=O)c1nn(-c2cccc(Br)c2)cc1C(=O)c1ccc(Br)cc1	-3%	?	4%	3	10%	-3	3	-1%	-11%
Cc1cc(C)c(S(=O)(=O)N2CCN(C(=O)C(C)Cn3nc(C)nc3C)CC2)c(C)c1 (stereo not given)	2%	1%	10%	0	-3%	3	33	4%	15%
Cc1c(Cl)cnc(NC(=O)COC(=O)c2ccc3ncsc3c2)c1Cl	3%	2%	13%	7	25%	2	23	12%	10%
COCCCNC(=O)c1c[nH]c2ccc(S(=O)(=O)N3CCc4ccccc43)cc2c1=O	-4%	-3%	?	8	?	2	-2	?	2%
Clc1ccc2c(N/N=C/c3ccccc3Br)ccnc2c1	?	?	?	-22	?	-16	-98*	?	0%
O=C(Nc1ccc(F)cc1)NC1(C(=O)NCc2cccs2)CCCCC1	8%	-7%	7%	-2	-4%	0	-2	0%	-2%

As entered above.
SW480 rerep with `O=C(Nc1ccc(F)cc1)NC1(C(=O)NCc2cccs2)CCCCC1` is entered as -7%
HT1080 IDH1KD tx with `Cc1cc(C)c(S(=O)(=O)N2CCN(C(=O)C(C)Cn3nc(C)nc3C)CC2)c(C)c1` (stereo not given) is entered as -3%

Remaining list, next part:
mol	KB-V1 cytotox	SW480 rerep	KB-3-1 tox	D3 antag	HT1080 IDH1KD tx	DRD3 agonist	IL1B secr inh	HT1080NT lethal	GLP1R ag
Cc1cccc(-c2nnc(SCc3cc(=O)[nH]c4ccccc34)n2C)c1	-19%	-7%	11%	3	-1%	-4	-10	-1%	0%
CCCCn1c(N)c(N(CCOC)C(=O)c2cnccn2)c(=O)[nH]c1=O	-2%	-6%	0%	-6	5%	3	1	12%	-17%
O=C(Cc1cccc(C(F)(F)F)c1)Nc1cc(S(=O)(=O)N2CCOCC2)ccc1N1CCCC1	-5%	1%	14%	11	4%	-4	-23	2%	-1%
CC(=O)NCc1ccc(S(=O)(=O)N2CCCN(C)CC2)cc1	1%	17%	13%	-1	?	5	8	27%	1%
Cc1ccc(CCN2CC(C(=O)NCCCN3CCC(C)CC3)CC2=O)cc1 (stereo not given)	11%	-1%	-4%	0	0%	-12	-21	-2%	2%
CNc1ccc(C(=O)N2CCN(S(=O)(=O)c3ccc4c(c3)OCCCO4)CC2)cc1[N+](=O)[O-]	-10%	-2%	-7%	-13	0%	-15	0	12%	-4%
CN1CCN(CCCNC(=O)c2ccc(/C=C3\Sc4ccccc4N(Cc4ccccc4F)C3=O)cc2)CC1	0%	21µM*	6%	16	?	-2	-13	23µM*	21%
Cc1cccc(CN2C(=O)c3ccccc3S(=O)(=O)c3ccc(C(=O)NC4CCCCC4)cc32)c1	12%	/	-4%	/	/	-11	/	/	1%
CCC(c1nnnn1-c1ccc2c(c1)OCCO2)N1CCN(Cc2c(F)cccc2Cl)CC1 (stereo not given)	?	/	?	-26	-16%	-10	?	-3%	16%
COc1ccccc1CNC(=O)c1c(-c2ccccc2)nn(-c2ccccc2)c1C	?	-6%	-22%	18	5%	2	?	-6%	1%
CC1(C(=O)OCC(=O)Nc2ccc(Cl)cn2)CC1(Cl)Cl (stereo not given)	0%	1%	5%	-5	9%	-1	-10	0%	14%
CCc1cccc(C)c1NC(=O)C1CN(S(=O)(=O)c2ccccc2)CCN1S(=O)(=O)c1ccccc1 (stereo not given)	3%	-1%	1%	6	12%	1	-29	9%	-24%
Cc1cc(C)c(S(=O)(=O)c2ccccc2C)c(Oc2ccccc2)n1	21µM*	-4%	?	-9	-2%	5	16	2%	7%
Nc1c(C(=O)OCC(=O)Nc2ccc(OC(F)F)cc2)[nH]c(=O)[nH]c1=O	?	0%	4%	14	1%	-2	6	0%	-7%
Cc1ccc(C(=O)COC(=O)COc2ccc(C)c(C)c2)cc1	19%	-6%	1%	-7	7%	0	-4	7%	0%
CSc1nnc(C)c(=O)n1COC(=O)/C=C/c1ccc2c(c1)OCO2	1%	8%	-2%	9	-3%	11	-5	13%	19%
CC(=O)Nc1ccc(-c2sc(Nc3ccccc3)n[n+]2C)cc1	26%	-8%	14%	23	12%	10	-2	14%	-1%
O=[N+]([O-])c1ccc(CN2[C@H](COCc3ccccc3)[C@@H](N3CCCC3)CS2(=O)=O)cc1	11%	/	0%	-23	-1%	-14	?	1%	0%
O=C(C/C=N/OCc1c(Cl)cccc1Cl)c1ccccc1	20%	-2%	-11%	9	-10%	-6	25	-2%	-1%
